KCNQ1 inh: blocks the human KCNQ1 potassium channel | P51787 | CHO-K1 KCNQ1, FluxOR thallium flux fluorescence; stronger effect = higher value | B-score at 10 µM | hit rate 1.3% among 310,000;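 active = compounds whose thallium flux B-score, printed positive for inhibition, exceeds three library SD while starting fluorescence stays within three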;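 note: channel opened by potassium depolarization with thallium stimulus after 20 min compound exposure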
KCNK3 block: human KCNK3 channel inhibition, primary screen; O14649; CHO-KCNK3 thallium flux, FluxOR fluorescence; stronger effect = lower value; B-score at 10 µM; hit rate 0.84% among 340,000; AID 602410;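 active = B-score under library mean minus 4 SD, starting fluorescence ratio at most library mean plus 5 SD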;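 note: more negative B-score means stronger inhibition of thallium flux through KCNK3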
Target sequence (O14649 whole entry, looked up): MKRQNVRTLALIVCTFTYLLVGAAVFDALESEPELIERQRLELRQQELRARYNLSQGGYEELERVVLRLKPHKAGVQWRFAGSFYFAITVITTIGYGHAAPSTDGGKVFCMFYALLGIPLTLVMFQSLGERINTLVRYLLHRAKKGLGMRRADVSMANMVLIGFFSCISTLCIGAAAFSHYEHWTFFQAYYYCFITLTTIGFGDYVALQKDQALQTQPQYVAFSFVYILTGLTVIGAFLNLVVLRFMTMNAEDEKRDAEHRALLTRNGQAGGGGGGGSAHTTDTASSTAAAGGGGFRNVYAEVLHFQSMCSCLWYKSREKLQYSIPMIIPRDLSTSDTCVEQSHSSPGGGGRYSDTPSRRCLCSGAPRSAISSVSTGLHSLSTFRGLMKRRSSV
Platelet DG rel: platelet dense granule release activity; hit rate 0.22% among 300,000; inhibition, %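 (compounds screened at 7.5 µM in platelet-rich plasma)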; human platelet-rich plasma, SFLLRN dense granule ATP release, luminescence;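 active = mean replicate score, as percent of positive control, at or above 50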
hERG protect: hERG (human) protection from proarrhythmic block; Q12809; CHO-hERG, FluxOR thallium flux, dofetilide IC70 present; activation (rescue from dofetilide block), less the hit threshold, % at 10 µM; hit rate 0.51% among 310,000;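 active = activation above the mean of controls blocked by dofetilide plus 5 SD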;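 note: thallium influx through hERG after potassium depolarization seen as dye fluorescence rise; in these data hits start at about 4.7%; inactives centre near -7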
TRPC4 act: activators of mouse TRPC4 channel. AID 2237. hit rate 0.49% among 310,000. B-score at 10 µM. HEK293 TRPC4beta/mu-opioid, Fluo4 calcium fluorescence; stronger effect = higher value. Q9QUQ5;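 active = B-score above 5 SD of library B-scores, and initial fluorescence ratio not above library mean plus 5 SD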;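 note: positive B-score marks a calcium rise read as TRPC4 activation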
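Technique: kinetic Fluo4 calcium fluorescence; Test system: TRPC4beta and mu-opioid receptor HEK293 stable cells; Measure: B-scored integrated calcium fluorescence ratio; Benchmarks: low control buffer alone, high control maximal DAMGO; Schedule: 45 min room-temperature Fluo4 loading, 110 s read.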
TRPC4 PAM: TRPC4 (mouse) allosteric potentiation | HEK293 TRPC4beta/mu-opioid, DAMGO EC20, Fluo-4 Ca2+ flux; stronger effect = higher value | Q9QUQ5 | B-score at 10 µM | hit rate 0.42% among 310,000;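 active = B-score of calcium response area above 5 SD of library B-scores, with initial fluorescence ratio within 5 SD of library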;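 note: B-score of integrated fluorescence ratio over time as area under calcium response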
TRPC4 block: TRPC4 (mouse) channel inhibition; HEK293 TRPC4beta/mu-opioid, DAMGO-evoked Fluo4 calcium flux; stronger effect = lower value; hit rate 0.39% among 300,000; B-score at 10 µM; AID 2247; Q9QUQ5;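 active = B-score over 3 SD under the library average, no early fluorescence shift, positive overall ratio signal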
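Assay system: HEK293 cells with stable TRPC4beta plus mu-opioid receptor expression; Probe or stimulus: DAMGO in two steps, submaximal then maximal; Dosing: single-point compound dosing; Measured by: Fluo4 calcium-dye fluorescence, kinetic read; Read-out basis: B score from integrated Fluo4 fluorescence ratio.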
KCNQ1 pot: potentiates or activates the human KCNQ1 potassium channel. P51787. CHO-K1 KCNQ1, thallium flux FluxOR fluorescence; stronger effect = higher value. B-score at 10 µM. hit rate 0.35% among 310,000. AID 2648;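 active = fluorescence ratio B-score, a plate-corrected score, at least three library SD, with initial intensity B-score within 5 SD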
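Medium – assay buffer, equal DMSO in all wells · Material – CHO-K1 cell line with stable KCNQ1 potassium channel expression · Signal – kinetic FluxOR thallium fluorescence, 10-s 1-Hz baseline, 110-s post-stimulus read · Compound – single concentration per compound, DMSO matched to controls · Schedule – 37 °C overnight plating, 90-min dark dye load, 20-min compound pretreatment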
DYRK1A inh: inhibitors of rat Dyrk1A kinase. ADP-Glo luminescence, NFATc1 peptide. AID 504441. Q63470. hit rate 0.43% among 310,000. inhibition, % at 12.5 µM; in the data active = inhibition above about 50%;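 note: plate controls were vehicle with enzyme for no effect and no enzyme for full effect; many of its hits are not listed in these tables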
PolyA inhibitor: blocks polyadenylation in yeast reporter cells; S. cerevisiae SKY197-pL101 polyadenylation reporter, beta-gal luminescence; efflux-impaired pdr1/pdr3 knockout yeast; score 100 = 6 SD above DMSO; calls only at 12 µM; hit rate 0.02% among 300,000;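 active = lowest replicate activity score at least 50, where 100 means six control SD above control mean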;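 note: yeast exposed to compound for 9 h at 30 °C; higher score means more reporter readthrough which indicates perturbed polyadenylation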
KCNK9 block: human KCNK9 channel inhibition; Q9NPC2; hit rate 1.2% among 310,000; B-score at 10 µM; HEK293 KCNK9, FluxOR thallium flux fluorescence; stronger effect = lower value;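 active = ratio B-score over 3 SD below the library mean, with starting fluorescence within 5 SD of its mean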;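 note: negative B-score means less thallium flux so channel inhibition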
Target sequence (Q9NPC2 whole entry, looked up): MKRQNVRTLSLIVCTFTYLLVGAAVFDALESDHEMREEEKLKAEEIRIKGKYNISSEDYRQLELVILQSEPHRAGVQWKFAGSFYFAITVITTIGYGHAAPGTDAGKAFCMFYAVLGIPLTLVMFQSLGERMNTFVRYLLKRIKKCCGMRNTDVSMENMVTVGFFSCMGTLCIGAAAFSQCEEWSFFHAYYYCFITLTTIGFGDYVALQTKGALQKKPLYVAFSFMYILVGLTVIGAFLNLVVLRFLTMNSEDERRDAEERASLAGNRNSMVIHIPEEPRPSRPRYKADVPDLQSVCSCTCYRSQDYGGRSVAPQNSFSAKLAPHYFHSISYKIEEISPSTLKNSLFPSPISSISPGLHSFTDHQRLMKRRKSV
Starred values were filed as active, the others as inactive; i = inactive; . = no result given. The list is partial; rates above refer to the full screens.

The line under a structure holds: KCNQ1 inh | KCNK3 block | Platelet DG rel | hERG protect | TRPC4 act | TRPC4 PAM | TRPC4 block | KCNQ1 pot | DYRK1A inh | PolyA inhibitor | KCNK9 block
Cc1ccc(OP(=O)(O)Oc2ccc(C)cc2)cc1
 : i | i | 2.1 | -4.3 | i | i | i | i | 5.5 | i | i
O=c1[nH]c(=S)n(CCC2=CCCCC2)c(O)c1/C=N/Nc1ccccc1
 : i | i | -1.4 | -13.4 | i | i | i | i | -0.5 | i | i
Cc1cccc(N2C(=O)/C(=C/c3ccc(N4CCN(C)CC4)o3)C(=O)NC2=S)c1C
 : i | i | -7.4 | -19.2 | i | i | i | i | 0.9 | i | i
Cc1cccc(OP(=O)(Oc2cccc(C)c2)OC(c2ccccc2)C(F)(F)F)c1 (stereo not given)
 : i | i | -2.1 | -13.3 | i | i | i | i | 0.4 | i | i
O=C(c1cccnc1)c1cc2ccccc2[nH]1
 : i | i | -8.7 | -3.3 | i | i | i | i | . | . | i
O=C1NC(=O)N(CCNc2ncc(C(F)(F)F)cc2Cl)C(=O)C1Cc1ccc(Cl)cc1 (stereo not given)
 : i | i | 0.7 | 2.8 | i | i | i | i | -6.8 | i | i
CCOc1ccccc1CNCCc1ccc2c(c1)OCO2
 : i | i | -1.2 | -8.5 | i | i | i | i | -1.9 | i | i
COc1cc(OC)cc(C2(C#N)CCN(C)CC2)c1
 : i | i | -7.3 | -12.4 | i | i | i | i | -7.8 | i | i
CC(Cc1ccccc1)NC(=O)CCCCC(=O)NC(C)Cc1ccccc1 (stereo not given)
 : i | i | 5.1 | -1.2 | i | i | i | i | -0.7 | i | i
CC1(C)C2([N+](=O)[O-])CN3CC1([N+](=O)[O-])CN(C2)C3c1cccnc1 (stereo not given)
 : i | i | 0.9 | -3.9 | i | i | i | i | . | i | i
NP(=O)(OCCCCc1ccccc1)Oc1ccccc1Cl (stereo not given)
 : i | i | -3.9 | -5.0 | i | i | i | i | -5.6 | i | i
Cc1nc2cc(C(=O)N3CCC4(CC3)OCCO4)ccc2n1-c1cccc(F)c1
 : i | i | 1.0 | -1.4 | i | i | i | i | . | i | i
COC(=O)c1ccc(N=C(c2ccccc2)c2c(O)n(C)c(=O)n(C)c2=O)cc1
 : i | i | 3.2 | -8.9 | i | i | i | i | 5.2 | i | i
COc1ccc(N2CC2c2ccncc2)cc1 (stereo not given)
 : i | i | -3.0 | -16.4 | i | i | i | i | 3.6 | i | i
CC12CCC3C(CC=C4CC(O)CCC43C)C1C/C(=C\N1CCCC1)C2=O (stereo not given)
 : i | . | -0.6 | -2.6 | i | i | i | i | . | i | i
O=[N+]([O-])c1ccc(NC2CCN(Cc3ccccc3)CC2)c2ccncc12
 : i | i | -5.6 | -8.3 | i | i | i | i | 3.5 | i | i
Cc1ccc(-n2c(O)c(C=NCCN3CCNCC3)c(=O)[nH]c2=S)cc1
 : i | i | 11.5 | -5.4 | i | i | i | i | 0.8 | i | i
COCc1cc(OC(=O)N(C)C)nc(-c2ccc(C)c(Cl)c2)n1
 : i | i | -2.9 | -6.0 | i | i | i | i | -1.9 | i | i
O=C1Nc2ccccc2C1Cc1nc2ccccc2c(=O)n1-c1ccccc1 (stereo not given)
 : i | i | 3.9 | -11.2 | i | i | i | i | -7.1 | i | i
CC(=O)N1CC(=O)Nc2ccc(Br)cc2C1c1ccc(F)cc1 (stereo not given)
 : i | i | -7.0 | -4.6 | i | i | i | i | -1.3 | i | i
CC1(C)NC(=O)[C@H]2CCCN21
 : i | i | -0.7 | -10.0 | i | i | i | i | -5.3 | i | i
CN(C(=O)CN1CC=C(c2ccccc2)CC1)c1c(N)n(Cc2ccccc2)c(=O)[nH]c1=O
 : i | i | -7.6 | -12.8 | i | i | i | i | -2.3 | i | i
Cc1cc(Oc2ccc(C(F)(F)F)cc2[N+](=O)[O-])c2c3c(c(=O)oc2c1)CCC3
 : i | i | 2.5 | -8.8 | i | i | i | i | 12.0 | i | i
Cc1c(Cl)cccc1N1C(=O)NC(=O)/C(=C\c2cc(C)n(-c3cccc(C(=O)O)c3C)c2C)C1=O
 : i | i | 2.3 | -10.2 | i | i | i | i | 11.2 | i | i
O=C(NCc1cccnc1)Nc1ccc([N+](=O)[O-])cc1
 : i | i | 19.9 | -10.2 | i | i | i | i | . | i | i
Fc1ccccc1CNCCc1ccc2c(c1)OCO2
 : i | i | -6.4 | -10.4 | i | i | i | i | -4.9 | i | i
COc1ccc(-c2nn(CCC#N)cc2C(=O)Nc2ccccc2)cc1OC
 : i | i | 1.2 | -6.8 | i | i | i | i | 5.8 | i | i
Clc1cccc(Cl)c1C1N2CCCN12 (stereo not given)
 : i | i | 0.7 | -1.6 | i | i | i | i | -5.5 | i | i
CCOC(=O)C1CCN(/C=C2/C(=O)NC(=S)N(c3ccccc3F)C2=O)CC1
 : i | i | 5.7 | -15.0 | i | i | i | i | -3.2 | i | i
O=C1C(Cc2cnc[nH]2)NC(=S)N1c1ccccc1 (stereo not given)
 : i | i | 1.9 | -9.7 | i | i | i | i | 7.7 | i | i
COc1ccc(C(O)CNC(C)C)c(F)c1OC (stereo not given)
 : i | i | 0.0 | -2.6 | i | i | i | i | 0.6 | i | i
CC(=O)Nc1ccccc1C(=O)OCC(=O)c1ccccc1Cl
 : i | i | -9.7 | -14.0 | i | i | i | i | 27.4 | i | i
COc1ccc(-c2nc3ccccc3c(=O)o2)cc1
 : i | i | 7.3 | -9.2 | i | i | i | i | 3.0 | i | i
CN1CCN(C(=O)COc2ccc3ccccc3c2)CC1
 : i | i | -0.5 | -7.0 | i | i | i | i | 1.5 | i | i
O=C(Cn1nc(-c2ccc(Cl)cc2)ccc1=O)N1CCC2(CC1)OCCO2
 : i | i | -2.8 | -12.5 | i | i | i | i | 0.5 | i | i
C/C(=N\N=C(N)N)c1ccccc1
 : i | i | -19.2 | -12.1 | i | i | i | i | . | i | i
COc1ccc(N2C(=O)NC(=O)C(CCc3ccncc3)(CCc3ccncc3)C2=O)cc1
 : i | i | 1.8 | 4.6* | i | i | i | i | -1.5 | i | i
COc1ccc([N+](=O)[O-])cc1N=Cc1c(O)n(CCc2ccccc2)c(=O)n(C(C)C)c1=O
 : i | i | 4.2 | -10.6 | i | i | i | i | 1.2 | i | i
O=C(Nc1ccc2ccccc2c1)c1nn(C23CC4CC(CC(C4)C2)C3)cc1Br
 : i | i | -7.8 | -11.7 | i | i | i | i | 19.8 | i | i
C[n+]1c(-c2ccccc2)cc(-c2ccc(Cl)cc2)cc1-c1ccccc1
 : i | i | 4.5 | -23.2 | i | i | i | i | 1.5 | i | i
COc1ccc(NC(=O)c2cn(CCC#N)nc2-c2ccc(OC)c(OC)c2)cc1
 : i | i | 3.6 | -6.1 | i | i | i | i | . | i | i
O=C1CC(=O)N(c2cccc(Cl)c2)C(=O)N1
 : i | i | 1.4 | -1.1 | i | i | i | i | 0.4 | i | i
COc1cccc(NC(=O)CN2CC(c3ccccc3)CC2=O)c1 (stereo not given)
 : i | i | -1.1 | -12.1 | i | i | i | i | 1.5 | i | i
CCCCCCC(=O)N/N=C/c1c(O)n(CCCC)c(=S)[nH]c1=O
 : i | i | 4.2 | -14.8 | i | i | i | i | -4.5 | i | i
Cc1cccc(-n2c(O)c(C)c(=O)[nH]c2=S)c1
 : i | i | -8.0 | -11.1 | i | i | i | i | -1.8 | i | i
CC(=NCC1CCCO1)c1c(O)n(-c2ccccc2)c(=O)[nH]c1=O (stereo not given)
 : i | i | -0.1 | -2.6 | i | i | i | i | 3.6 | i | i
Cc1cccc(N2C(=O)NC(=O)/C(=C/c3ccc(-c4ccc(C(=O)O)c(Cl)c4)o3)C2=O)c1
 : i | . | 0.0 | -9.4 | i | i | i | i | . | i | i
c1ccc(-c2nc(N3CCOCC3)s[n+]2-c2ccccc2)cc1
 : i | i | -4.3 | -2.9 | i | i | i | i | -3.3 | i | i
NC(=S)/N=C/c1c(O)[nH]c(=O)[nH]c1=O
 : i | i | 3.8 | -7.0 | i | i | i | i | 1.1 | i | i
COc1cc(C(c2c(C)[nH]n(-c3ccccc3)c2=O)c2c(C)[nH]n(-c3ccccc3)c2=O)cc(OC)c1OC
 : i | i | -6.8 | -16.4 | i | i | i | i | 1.5 | . | i
N#Cc1ccccc1Cn1cc(C(=O)C2CC2)c2ccccc21
 : i | i | -1.9 | -11.5 | i | i | i | i | -9.7 | i | i
COc1ccc(-n2c(-c3ccc(C)cc3)nc3ccccc3c2=O)cc1
 : i | i | 4.2 | -8.9 | i | i | i | i | 2.6 | i | i
O=C(O)C1Cc2ccccc2N2CCCC12 (stereo not given)
 : i | i | -0.2 | -6.6 | i | i | i | i | -2.2 | i | i
Cc1ccc(OCC(=O)N2CCN(Cc3ccc4c(c3)OCO4)CC2)cc1
 : i | i | 3.7 | -6.4 | i | i | i | i | 0.3 | i | i
NS(=O)(=O)c1ccc(N=Cc2c(O)n(C3CCCCC3)c(=O)n(C3CCCCC3)c2=O)cc1
 : i | i | -4.4 | -11.2 | i | i | i | i | . | i | i
CCN1CC=C(c2c[nH]c3ccccc23)CC1
 : i | i | 1.7 | -7.0 | i | i | i | i | 9.9 | i | i
COc1ccc(C2=NCC(=O)N(CC(=O)NCc3ccco3)c3sc4c(c32)CCCC4)cc1OC
 : i | i | 0.6 | 3.2 | i | i | i | i | 1.3 | i | i
CC1CCCN(C(=O)CCl)C1 (stereo not given)
 : i | i | 8.1 | -4.4 | i | i | i | i | 3.4 | i | i
CC1C(c2cccs2)=[N+]([O-])C(C)(C(=O)c2ccc(Cl)cc2)N1O (stereo not given)
 : i | i | 0.5 | -1.5 | i | i | i | i | -5.2 | i | i
CCOc1ccc(-n2c(O)c(C=Nc3ccc(N4CCOCC4)cc3)c(=O)[nH]c2=O)cc1
 : i | i | -0.6 | -11.8 | i | i | i | i | 4.0 | i | i
CCc1ccc(N2C(=O)CC(=O)NC2=O)cc1
 : i | i | 0.2 | -7.4 | i | i | i | i | -2.4 | i | i
O=c1[nH]c(=S)n(-c2ccc(Br)cc2)c(O)c1C=Nc1ccc(N2CCOCC2)cc1
 : i | i | -8.6 | -13.7 | i | i | i | i | 2.0 | i | i
